Compound activity as filed in PubChem.
APP transl inh = inhibitors of APP translation via 5'UTR reporter, primary screen, APP 5'UTR luciferase, SH-SY5Y cells; SH-SY5Y APP 5'UTR-luciferase reporter, luminescence; inhibition, % at 2 µM; 190,000 compounds, 0.82% hits; AID 1285, 2008;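 active = inhibition above a set limit, derived from the sample mean plus 3 SD, cut at about 45% in these data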; note: values of inactives mirror those of a sister screen read the other way
APP 5'UTR act = activators of APP 5'UTR luciferase reporter, primary screen, SH-SY5Y cells. 190,000 compounds, 1% hits. activation, % at 2 µM. SH-SY5Y APP 5'UTR luciferase reporter, luminescence; zero percent = DMSO vehicle wells. AID 1276, 2008;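 active = activation above a set limit, based on mean plus 3 SD of controls, cut at about 140% in these data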; note: values of inactives mirror those of a sister screen read the other way
STAT3 blocker = IL-6 driven STAT3 reporter inhibitors, primary screen, U3A cells, luciferase, luminescence, MLSCN library. 190,000 compounds, 0.89% hits. IL-6 STAT3-luciferase reporter; host cell line lacks STAT1. inhibition, % at 5.5 µM;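 active = inhibition above the mean inhibition across all screened compounds plus 3 SD, cut at about 44% in these data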;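 note: 0% = DMSO only wells and 100% = 100 µM nifuroxazide control wells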
STAT3 activator = IL-6 driven STAT3 reporter potentiators, primary screen, U3A cells, luciferase, luminescence, MLSCN library. AID 871, 2007. 190,000 compounds, 0.91% hits. activation (% of control), % at 5.6 µM. IL-6 STAT3-luciferase reporter; 100% = signal with IL-6 EC80 alone;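 active = activation above the screen-wide mean of compound activation plus 3 SD, cut at about 130% in these data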;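 note: 0% = background luminescence of wells with medium and substrate only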
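Test system: STAT3-luciferase reporter U3A cells; Detection: reporter luminescence signal; Times: 1 h compound pre-exposure, 6 h IL-6 stimulation, 37 °C; Benchmarks: IL-6-only high control; Also added: IL-6 stimulus at 33 ng/mL final.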
NF-kB expr up = activators of NF-kB expression in neurons, primary screen, cell-based, HTS | 190,000 compounds, 1.6% hits | fold change at 12.5 µM | human neuronal cells, NF-kB reporter expression; active compounds read high; in the data active = fold change above about 3.3
FLuc inh counter = firefly luciferase enzyme inhibitors, primary screen, artefact control for luciferase-based inhibitor screens, biochemical, luminescence, ATPLite; 10 min; 200,000 compounds, 1.5% hits; AID 1006, 2008; inhibition, % at 10 µM;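 active = inhibition above about 50% when tested at 10 µM, limit read from the data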
Target sequence (P08659 whole entry, looked up): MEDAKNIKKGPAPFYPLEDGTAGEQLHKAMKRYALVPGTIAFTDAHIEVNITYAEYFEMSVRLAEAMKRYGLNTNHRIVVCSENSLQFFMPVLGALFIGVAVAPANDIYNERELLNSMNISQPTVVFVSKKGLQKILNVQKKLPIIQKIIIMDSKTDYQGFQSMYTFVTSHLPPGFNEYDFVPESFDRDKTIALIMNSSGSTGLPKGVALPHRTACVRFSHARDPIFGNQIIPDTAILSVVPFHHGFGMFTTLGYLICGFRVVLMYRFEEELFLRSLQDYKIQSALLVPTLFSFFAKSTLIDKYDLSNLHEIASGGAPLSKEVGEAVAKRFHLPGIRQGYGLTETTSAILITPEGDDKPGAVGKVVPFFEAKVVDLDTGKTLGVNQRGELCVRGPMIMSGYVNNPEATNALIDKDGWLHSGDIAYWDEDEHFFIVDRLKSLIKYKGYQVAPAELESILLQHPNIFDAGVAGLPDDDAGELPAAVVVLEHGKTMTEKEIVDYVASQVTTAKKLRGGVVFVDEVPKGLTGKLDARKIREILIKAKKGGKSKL
STAT1 inh = STAT1 signaling inhibitors, primary screen, cell-based, HTS, luciferase reporter; NIH 3T3 STAT1-luciferase reporter, IFN-gamma, luminescence; inhibition, % at 5.5 µM; 200,000 compounds, 0.35% hits; AID 920, 2007;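 active = inhibition above a set limit, the mean inhibition across all tested compounds plus 3 SD, cut at about 34% in these data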;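 note: 0% = IFN-gamma with DMSO and 100% = IFN-gamma with 300 µM nifuroxazide; values of inactives mirror those of a sister screen read the other way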
Hsp70 activator = Hsp70 transcriptional activators, primary screen, cell-based, HeLa, Hsp70 promoter luciferase, luminescence, 10 µM | HeLa Hsp70 promoter luciferase reporter; scaled: vehicle 0, proteasome-inhibitor control 100% | activation, % at 10 µM | 200,000 compounds, 0.04% hits | AID 1203, 2008;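 active = activation above the mean across all tested compounds plus 3 SD, cutoff set per campaign, cut at about 5.5% in these data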;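 note: 100% = MG132 at 30 µM as the positive control and 0% = DMSO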
STAT1 activator = STAT1 signaling activators, primary screen, cell-based, HTS, luciferase reporter; activation (% of control), % at 5.5 µM; NIH 3T3 STAT1-luciferase reporter, IFN-gamma, luminescence; 100% = IFN-gamma alone, no compound; 200,000 compounds, 2.6% hits;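 active = activation above the screen-wide mean activation plus 3 SD, cut at about 130% in these data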;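 note: raw ratio to IFN-gamma control signal so 100% means no change and 0% no light; values of inactives mirror those of a sister screen read the other way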
RAM inhibit = inhibitors of the yeast RAM network, primary screen, dse1pr::URA3 reporter, 5-FOA selection; S. cerevisiae dse1pr::URA3 reporter, 5-FOA growth OD615, 2 d; analog-sensitive cbk1-as2 kinase mutant strain; inhibition, % at 50 µM; 190,000 compounds, 1.8% hits; AID 868, 2007;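 active = inhibition above a set limit, 3 SD over mean compound inhibition, cut at about 8.4% in these data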;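 note: 0% = DMSO-only wells with no growth and 100% = 10 µM 1-NA-PP1 full growth; inhibition rescues growth on 5-FOA so higher OD means more RAM inhibition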
An asterisk follows results filed as active; · = no result given.

Sequence of screens: APP transl inh	APP 5'UTR act	STAT3 blocker	STAT3 activator	NF-kB expr up	FLuc inh counter	STAT1 inh	Hsp70 activator	STAT1 activator	RAM inhibit
Cc1sc2nc(CSc3nnc(Cc4cccs4)n3C3CCCCC3)[nH]c(=O)c2c1C
    11.4	-11.4	15.0	93.6	0.88	-6.6	8.7	-0.2	92.1	0.8
Cc1coc2cc3oc(=O)c4c(c3cc12)CCC4
    -8.2	8.2	6.4	100.0	0.96	-5.8	-0.5	-0.3	101.0	1.6
Cc1ccc(S(=O)(=O)CCc2nnc(NC(=O)COc3cccc(C)c3)s2)cc1
    -10.5	10.5	6.3	104.4	1.06	-4.3	0.9	0.0	99.2	2.1
O=C(Cn1cccc1)N1CCN(C(c2ccccc2)c2ccccc2)CC1
    -4.8	4.8	0.0	103.1	1.16	-8.6	5.3	-0.3	95.1	-1.3
O=c1[nH]cnc2scc(-c3ccc(F)cc3)c12
    -1.0	1.0	20.2	87.0	1.11	-1.3	2.0	-0.3	98.2	1.9
CC(=O)[C@@H]1[C@@H]2C(=O)N(C3CCCCC3)C(=O)[C@@H]2C2c3ccccc3C=CN21 (stereo partly drawn)
    -6.8	6.8	-8.4	109.6	0.89	-2.0	-0.5	-0.2	100.5	0.1
CCOC(=O)C1CCCN(Cc2cn(C)nc2-c2ccc3c(c2)OCCO3)C1 (stereo not drawn)
    19.8	-19.8	0.2	100.9	1.25	-6.0	0.5	-0.1	98.6	2.6
CN1c2ccccc2C(C)(C)[C@]12C=Cc1cc(O)ccc1O2
    -7.1	7.1	3.0	101.3	1.25	-2.9	8.2	0.0	92.4	-0.6
O=C(/C=C/Nc1cccc([N+](=O)[O-])c1)c1cccs1
    -183.8	183.8*	-54.1	146.0*	7.47*	50.8*	-42.6	0.2	139.2*	3.2
CN(Cc1cccs1)S(=O)(=O)c1cccs1
    -6.6	6.6	1.6	103.0	0.9	0.2	-6.3	-0.1	105.7	-0.7
CCCOc1ccc(C(=O)NC(=S)NCc2cccnc2)cc1
    -16.6	16.6	12.7	92.7	0.74	-3.2	0.1	-0.1	99.9	0.1
COC(=O)C1=C(NC(=O)CCCCl)CCS1
    12.7	-12.7	1.8	103.3	1.03	-2.8	9.9	-0.4	91.0	-0.7
CCCOP(=O)(c1ccccc1)c1ccccc1
    6.6	-6.6	5.2	98.1	1.07	-7.0	5.1	-0.5	95.4	0.0
COc1ccc(NC(=O)c2cnc3n(c2=O)CCS3)cc1OC
    -6.0	6.0	21.8	82.3	1.17	4.9	-4.0	-0.3	104.6	1.1
Cc1sc2nc3ccc(N4CCCCC4)nn3c(=O)c2c1C
    -34.0	34.0	19.5	86.9	1.22	43.3	-26.2	-0.4	123.9	1.1
CC1CCCCN1CC(=O)NC(c1ccccc1)c1ccccc1 (stereo not drawn)
    -6.4	6.4	1.0	103.0	0.9	-2.4	0.8	-0.3	97.7	-1.6
Cc1ccc(-c2nc(CS(=O)(=O)CC(=O)NCCCN3CCN(C)CC3)c(C)o2)cc1
    -10.8	10.8	3.1	104.8	1.04	-2.9	4.2	-0.1	96.2	2.0
CCC(C)(C(=O)Nc1ccccc1C)N(C(=O)CNC(C)=O)c1ccccc1C (stereo not drawn)
    -6.4	6.4	3.5	97.2	1.18	-6.4	3.3	-0.3	97.1	3.1
O=C(CSc1nnc2c3cc(F)ccc3nc(-c3ccccc3)n12)N1CCOCC1
    0.5	-0.5	7.1	93.5	·	·	9.5	-0.6	91.2	·
CN1C=CC=C/C1=C1\SC(=S)N(C2CCCCC2)C1=O
    -1.9	1.9	-13.2	114.0	0.94	1.7	-11.2	0.0	110.2	-0.5
CC(NS(=O)(=O)c1ccc(CCC(=O)NCc2ccco2)cc1)c1ccccc1 (stereo not drawn)
    -12.2	12.2	-8.4	105.5	1.11	-2.1	-3.8	-0.3	103.7	0.8
CC(C)CC(=O)N1CCN(S(=O)(=O)c2ccccc2)CC1
    -7.5	7.5	1.8	103.7	1.5	3.4	1.9	-0.5	98.2	-0.5
c1ccc2c(c1)CCN(c1nc3ccccc3n3cnnc13)C2
    3.0	-3.0	-34.2	132.0	0.97	2.3	2.5	0.2	97.8	-0.6
CC(C)NS(=O)(=O)c1ccc(CCC(=O)Nc2cc(Cl)ccc2Oc2ccccc2)cc1
    -18.3	18.2	-3.7	103.3	0.53	-11.7	1.9	-0.1	98.3	8.8*
CC(C)(C)C(=O)Nc1ccc(N2CCN(S(C)(=O)=O)CC2)cc1
    8.6	-8.6	-2.4	103.0	1.05	-5.1	-7.8	-0.2	106.2	1.9
COc1ccc(OCCNC2CCCC2)cc1
    -14.9	14.9	-0.1	100.1	0.96	-4.8	-4.8	-0.4	104.3	0.3
COc1ccccc1CN(C)CC(=O)Nc1ccc(Cl)cc1C(F)(F)F
    0.7	-0.7	6.6	97.3	1.35	2.1	-3.7	-0.1	103.3	0.4
CCc1cc2c(=O)[nH]c(N3CCOCC3)nc2s1
    20.4	-20.4	1.1	100.2	1.15	-0.9	-2.4	2.1	94.2	1.6
COCCCn1c2nc3ccccc3nc2c2c(=O)n(-c3ccccc3OC)cnc21
    6.1	-6.1	25.2	81.2	0.79	-13.1	-0.3	-0.2	100.3	8.1
O=C(Oc1ccc2c(c1)OCO2)c1ccc(Br)c(S(=O)(=O)N2CCOCC2)c1
    -16.7	16.7	12.0	91.7	1.17	-0.7	3.5	0.2	96.1	1.1

Later entries
Sequence of screens: APP transl inh	APP 5'UTR act	STAT3 blocker	STAT3 activator	NF-kB expr up	FLuc inh counter	STAT1 inh	Hsp70 activator	STAT1 activator	RAM inhibit
COC(=O)c1sc(N)c(C(=O)OC)c1CSc1nc2sc3c(c2c(=O)n1C)CCC3
    10.0	-10.0	-0.8	103.4	1.18	-4.4	0.8	-0.2	102.0	5.2
O=C(CC1CCOCC1)Nc1ccc(Cl)c(Cl)c1
    -4.6	4.6	15.3	94.2	1.39	-3.5	-13.5	0.0	112.6	-0.1
Cc1ccc(NC(=O)c2cc(-c3ccccc3)nn2-c2ccccc2)cc1
    -17.3	17.3	-8.4	104.7	1.28	-6.7	-5.5	-0.1	104.9	4.4
O=C(CCCN1C(=O)CCC1=O)Nc1ccc(Cl)c(C(F)(F)F)c1
    3.7	-3.7	-0.8	103.8	1.21	-5.6	1.9	0.0	98.3	1.6
Cc1nc(NC(=S)NC(=O)c2cccs2)sc1C(=O)N(C)C
    -11.0	11.0	11.0	95.4	1.39	18.4	-5.3	-0.2	104.9	3.3
COc1cc2c(cc1OC)CN(C(=O)CCCOc1ccc(Cl)cc1Cl)CC2
    3.3	-3.3	6.5	99.5	0.82	-2.6	-10.5	-0.1	109.7	0.3
C#CCOc1ccc2c(C)cc(=O)oc2c1
    -6.8	6.8	16.3	87.3	1.16	-5.6	4.1	-0.6	96.2	-0.3
CC1(C)Cc2cccc(OCC(=O)Nc3ccccc3N3CCOCC3)c2O1
    -13.3	13.3	5.9	101.4	0.83	-8.3	-1.3	-0.4	101.2	1.1
CC(=O)NCCc1nc2ccccc2[nH]1
    -32.6	32.6	1.1	103.4	1.19	-1.5	0.8	-0.1	99.3	-0.2
CCN1CC(CN(C)Cc2nc(Cc3ccccc3)no2)CC1=O (stereo not drawn)
    -2.5	2.5	7.5	103.7	0.87	-6.5	-3.5	-0.1	102.4	1.8
Cc1nn(Cc2ccccc2)c(C)c1/C=N/NC(=O)c1cccnc1
    4.3	-4.3	-5.3	104.8	1.07	1.4	0.7	-0.2	99.4	0.6
CCC(OC(=O)c1ccco1)C(=O)NCc1ccco1 (stereo not drawn)
    15.4	-15.3	3.2	99.0	1.61	-0.6	2.6	-0.2	97.6	0.8
CCc1ccc(C(=O)CSc2nnc(C)c(=O)[nH]2)cc1
    -10.1	10.1	8.9	92.8	1.28	-0.5	-1.2	-0.2	101.1	2.1
CCCn1c(OC)nc2c1c(=O)n(C)c(=O)n2C
    -0.4	0.4	-1.6	100.6	0.93	0.7	-7.1	-0.2	103.8	0.0
COc1ccc(NC(=O)Cn2nnc(C(=O)NCCc3ccccc3)c2N)cc1
    11.7	-11.7	11.5	94.3	1.12	-6.6	1.6	-0.4	100.0	2.9
CC(C)NC(=O)NC(=O)CSc1nncs1
    -10.2	10.2	6.9	96.0	1	-5.6	-5.0	-0.2	104.5	0.2
O=C(NC(=S)Nc1ccc(Br)cn1)c1cncc(Br)c1
    -10.0	10.0	8.8	98.3	1.21	41.9	7.3	-0.3	93.4	2.7
CCCCN(C)CCC(=O)Nc1ccc2c(c1)CCC2
    -1.0	1.0	-13.1	112.4	0.93	-3.0	3.5	-0.1	95.4	1.8
Cc1noc(C(=O)NCc2ccccc2)c1Cl
    6.8	-6.8	10.8	98.3	1.09	-3.7	-3.5	-0.1	103.2	3.0
Cc1cccc(S(=O)(=O)N2CCC(CO)(Cc3ccccc3)CC2)c1
    4.7	-4.7	1.9	104.6	1.09	-2.0	0.5	-0.1	97.7	2.0
CCOC(=O)CSc1cc(CSc2ccccc2)nc(-c2ccccc2)n1
    2.7	-2.7	15.1	92.3	1.02	-1.8	1.4	-0.2	98.7	0.8
CCN(CC)C(=O)CSc1nc2cccnc2n1-c1ccccc1OC
    -2.5	2.5	12.5	97.7	1.05	-7.1	6.3	-0.3	94.3	1.0
CCOC(=O)/C(C#N)=C\c1cccnc1
    14.7	-14.7	15.3	93.7	1.22	-9.5	-5.9	-0.2	105.7	2.9
COC(=O)c1ccccc1C(=O)N1CCOCCN(C(=O)c2ccccc2C(=O)OC)CCOCC1
    -23.0	23.0	14.3	87.1	0.96	-10.0	-4.3	-0.1	103.9	-1.0
CC1CCCC(C)N1S(=O)(=O)c1ccc(S(=O)(=O)NCCc2ccncc2)cc1 (stereo not drawn)
    -0.1	0.1	-4.1	104.6	1.53	2.9	8.6	0.0	92.6	-0.5
Cc1nc(SCC(=O)c2cc3ccccc3oc2=O)c(C#N)c(C)c1C(=O)Nc1ccccc1
    -5.4	5.4	-23.6	126.0	0.99	1.0	2.8	0.1	97.5	1.6
Cc1ccccc1NC(=S)N(CCc1c(C)[nH]c2ccc(F)cc12)Cc1ccncc1
    -26.0	26.0	6.5	98.5	0.91	-1.8	7.6	-0.1	92.7	1.8

Part of the list above, as labelled records.
Cc1ccc(NC(=O)c2cc(-c3ccccc3)nn2-c2ccccc2)cc1
  APP transl inh = -17.3 | APP 5'UTR act = 17.3 | STAT3 blocker = -8.4 | STAT3 activator = 104.7 | NF-kB expr up = 1.28 | FLuc inh counter = -6.7 | STAT1 inh = -5.5 | Hsp70 activator = -0.1 | STAT1 activator = 104.9 | RAM inhibit = 4.4
O=C(CCCN1C(=O)CCC1=O)Nc1ccc(Cl)c(C(F)(F)F)c1
  APP transl inh = 3.7 | APP 5'UTR act = -3.7 | STAT3 blocker = -0.8 | STAT3 activator = 103.8 | NF-kB expr up = 1.21 | FLuc inh counter = -5.6 | STAT1 inh = 1.9 | Hsp70 activator = 0.0 | STAT1 activator = 98.3 | RAM inhibit = 1.6
